# Screening data deposited in PubChem BioAssay by several laboratories.
# MC4R ag barr = agonists of human melanocortin 4 receptor (MC4R) beta-arrestin; P32245; U2OS MC4R beta-arrestin complementation, luminescence; percent of melanotan II response, DMSO zero; activation, % at 8.9 µM; 0.98% of 360,000 active; AID 540308;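 active means activation above a per-plate cutoff, the mean activation of sample wells on that plate plus 3 SD, cut at about 8% in these data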
# Target sequence (P32245 whole entry, looked up): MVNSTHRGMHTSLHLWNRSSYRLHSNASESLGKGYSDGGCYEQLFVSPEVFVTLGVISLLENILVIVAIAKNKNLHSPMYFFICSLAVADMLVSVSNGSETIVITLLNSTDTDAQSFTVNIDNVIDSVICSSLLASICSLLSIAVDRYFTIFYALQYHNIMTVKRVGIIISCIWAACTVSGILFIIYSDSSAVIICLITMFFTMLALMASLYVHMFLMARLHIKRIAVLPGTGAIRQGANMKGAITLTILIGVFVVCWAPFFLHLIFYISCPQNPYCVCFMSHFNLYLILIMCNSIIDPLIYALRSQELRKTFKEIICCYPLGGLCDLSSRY
# PDI inh = inhibitors of human protein disulfide isomerase | 0.052% of 350,000 active | P07237 | inhibition, % at 10 µM | PDI insulin aggregation turbidity, A650, 90 min;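 active means mean inhibition across replicates of 30% or more, whatever share of single replicates reach that level; inconclusive means mean inhibition below 30% while every single replicate reaches 30%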;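 further: absorbance from insulin aggregation driven by PDI reduction with DTT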
# Target sequence (P07237 whole entry, looked up): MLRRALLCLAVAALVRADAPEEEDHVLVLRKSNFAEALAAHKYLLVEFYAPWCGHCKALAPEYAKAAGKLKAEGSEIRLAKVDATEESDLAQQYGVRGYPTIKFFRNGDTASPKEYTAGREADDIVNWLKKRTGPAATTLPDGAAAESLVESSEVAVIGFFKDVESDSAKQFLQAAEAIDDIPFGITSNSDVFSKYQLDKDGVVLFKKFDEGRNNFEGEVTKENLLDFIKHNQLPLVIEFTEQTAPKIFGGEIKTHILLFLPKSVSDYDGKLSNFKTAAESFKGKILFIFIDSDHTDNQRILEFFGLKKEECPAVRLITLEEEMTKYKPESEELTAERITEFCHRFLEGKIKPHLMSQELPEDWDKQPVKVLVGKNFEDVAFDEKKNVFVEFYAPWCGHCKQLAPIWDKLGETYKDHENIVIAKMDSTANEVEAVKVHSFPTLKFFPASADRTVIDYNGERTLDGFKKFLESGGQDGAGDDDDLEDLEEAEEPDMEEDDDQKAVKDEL
# Vif inh = HIV Vif inhibition. HEK293T cells, Vif self-association by quenched fluorescence, imaging, 24 h. inhibition, % at 7.49 µM. 0.35% of 340,000 active. AID 602346; in the data active means inhibition above about 50%, passing the limit was not always enough; inconclusive means no clear call, values can overlap the other calls; inactive means below about 31%; further: some results filed as inactive read as strong as hits
# MC4R antag cAMP = human MC4R antagonism in cAMP assay; P32245; MC4R-expressing cells, MTII-stimulated cAMP, LANCE TR-FRET; inhibition, % at 6.5 µM; 0.48% of 360,000 active; AID 540295;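 active means inhibition above its plate's cutoff, the mean of tested wells on that plate plus 3 SD, cut at about 29% in these data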;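 further: 0% = Melanotan II alone and 100% = Melanotan II plus saturating MCL0020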
#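 system = U2OS cells with stable human MC4R expression | also added = Melanotan II challenge after compound preincubation | dosing = one concentration, 6.5 µM nominal | incubation = compound 30 min, challenge 1 h, detection 1 h | measured by = TR-FRET with Eu-cAMP and labeled anti-cAMP, 671 nm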
# N-glyco inh = N-linked glycosylation inhibition; D54 ERlucT glycosylation luciferase reporter, 24 h; percent of 100 nM tunicamycin response; reporter increase, % at 12.5 µM; 0.23% of 360,000 active; AID 588692;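 active means mean luciferase reporter signal, scaled so untreated is 0 and the glycosylation-blocking control 100, at or above a set limit in every replicate; inconclusive means mean reaches the limit but not every replicate does; inactive means mean below the limit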;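 further: luciferase carries N-glycosylation sites so blocking glycosylation raises the light; 0% = median of neutral control wells and 100% = median of 100 nM tunicamycin wells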
# Cardio protect = modulators protecting cardiomyocytes from myocardial damage; 0.63% of 360,000 active; H9c2 cardiomyocytes, H2O2 injury protection, ATPLite, 2 h; protection from H2O2 cell death, % at 20 µM;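 active means compounds giving at least 50% protection of heart cells from peroxide-induced death in the single-dose screen, raw or plate-pattern-corrected value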;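 further: 0% = DMSO wells with peroxide and 100% = DMSO wells without peroxide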
# aDG glyco act = increases alpha dystroglycan glycosylation; Pro5-aDG cells, alpha-DG glycosylation AlphaScreen (IIH6); 0% Pro5, 100% B10-LARGE cell signal; activation, % at 10 µM; 0.22% of 360,000 active; AID 624168;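 active means activation of at least 8% versus controls, or a plate z-score of at least 8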;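 further: Pro5 are CHO cells carrying HIG-tagged alpha-DG that lacks glycosylation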
# CaV13 ICDI inh = Primary screen for inhibitors of IQ motif and Ca2+-dependent inactivation inhibitor domain binding in CACNA1D, Förster resonance energy transfer in living cells, …; HEK cells, CFP/YFP FRET ICDI-IQ, plate reader, 10 min; percent FRET-ratio fall versus neutral wells; inhibition, % at 12.3 µM; 0.098% of 340,000 active; AID 743397;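 active means mean replicate inhibition of at least 30% and at least 1% of replicates passing that level; inconclusive means only one of the two criteria is met; inactive means neither criterion is met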;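 further: 0% = median of the neutral control wells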
# ABCB6 inh 2 = blocks the human ABCB6 transporter | Q9NP58 | K562-ABCB6 porphyrin accumulation, flow cytometry, 1 h; active compounds read low | fluorescence ratio to DMSO, % at 10 µM | 0.19% of 360,000 active | AID 602162;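 active means fluorescence ratio to DMSO below 75%, the collection mean minus 3 SD; inconclusive means too few cells collected in the well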;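 further: signal is porphyrin accumulated inside mitochondria; 100% equals median channel fluorescence of DMSO control wells; lower ratio means ABCB6 inhibition with less porphyrin fluorescence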
# m5-HT2A agonist = agonists of mouse serotonin 5-HT2A receptor (HTR2A) | P35363 | CHO-K1 mHTR2A beta-arrestin complementation, luminescence; percent of 30 µM serotonin response | activation, % at 7.6 µM | 0.66% of 360,000 active | AID 624169;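 active means activation above a run cutoff, the mean activation of all tested compounds plus 3 SD, cut at about 14% in these data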;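 further: 0% = plate median of compound wells and 100% = 30 µM serotonin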
# * hit, by the source's call; ? = inconclusive; . = not tested or not shown. Compounds as they come. About 3.6% of those tested had a hit in this group.
SMILES,MC4R ag barr,PDI inh,Vif inh,MC4R antag cAMP,N-glyco inh,Cardio protect,aDG glyco act,CaV13 ICDI inh,ABCB6 inh 2,m5-HT2A agonist
O=C(c1ccc(C(F)(F)F)cc1)C1CCCN(C(=O)CCN2CCCO2)C1 (configuration not stated),-2.1,-20,9,-1,-1,4,0.0,-3,89,-2
CSc1ncccc1C(=O)NC(C)C1CC2CCC1C2 (configuration not stated),-1.4,-19,-1,0,0,5,0.1,-1,97,1
C[C@H]1CN([C@@H](C)CO)C(=O)c2cccc(NC(=O)C3CC3)c2O[C@H]1CN(C)S(=O)(=O)c1ccccc1,0.0,0,-3,3,0,2,0.2,-11,102,1
CC(C)C(=O)Nc1cccc(C(=O)OCC(=O)c2ccc(Cl)cc2Cl)c1,1.1,3,-8,2,0,-11,0.2,-3,92,-3
COc1ccc(S(N)(=O)=O)cc1C(=O)NCCCN1CCN(c2ccc(C)cc2)CC1,-0.6,6,27,2,2,3,-0.2,.,102,-5
COc1ccc(OC)c(S(=O)(=O)N2CCC(C(=O)Nc3cccc(C(F)(F)F)c3)CC2)c1,1.5,15,-11,10,-2,3,0.9,-2,99,-6
COC(=O)c1ccc(N2CCOCC2)c(NC(=O)c2ccco2)c1,-4.4,-7,-3,5,1,-2,-0.3,-6,93,4
Cc1ccc(NC(=O)CSc2nn(-c3ccc(Cl)cc3)c(=S)s2)cc1S(=O)(=O)N(C)C,1.1,0,-6,14,-5,-7,0.2,.,100,-2
C1CN(c2nc3nonc3n3nnnc23)CCO1,0.1,8,4,-2,0,5,-0.3,-8,91,-2
COc1cccc(CN2CCSCC2)c1,-0.1,12,23,13,0,7,0.1,-7,100,-1
CCCCNC(=O)CCn1c(=O)c2ccccc2n(CC(=O)N2CC(C)CC(C)C2)c1=O (configuration not stated),0.9,1,7,11,2,10,-0.1,-7,99,-1
CCOC(=O)c1cc(C(=O)c2cccs2)n2ccc(C(C)=O)cc12,-1.4,-1,0,8,2,41,-0.2,-6,100,0
Cc1ccc(-c2nc(NCc3ccco3)n(C(=O)c3ccco3)n2)cc1,1.4,-8,-14,1,1,-7,0.3,-20,99,-1
O=C(Nc1ccc2c(c1)C(=O)N(c1ccccc1)C2=O)C1CCCO1 (configuration not stated),-1.7,-2,-16,-4,-2,0,0.1,-4,91,-4
N#CC1C(=O)NC(=O)C(C#N)C12CCCCC2 (configuration not stated),.,.,.,.,.,.,0.0,-14,90,2
C=C1CC(COc2cc(=O)oc3ccccc23)(c2ccccc2)OC1=O (configuration not stated),-2.6,6,56*,-53,-19,-19,-0.5,-6,103,-2
COc1ccccc1NC(=O)CN(c1ccccc1)S(=O)(=O)c1ccccc1,2.2,-7,3,1,-3,-1,0.1,-5,97,-5
C[C@H](CO)N1C[C@H](C)[C@@H](CN(C)S(=O)(=O)c2ccc(F)cc2)Oc2ccc(NC(=O)NC3CCCCC3)cc2C1=O,1.4,-1,-10,1,3,8,1.7,-5,97,0
Cc1nn(C2CC(O)C(O)C(CO)O2)c(=O)[nH]c1=O (configuration not stated),-1.1,26,-1,2,2,2,0.0,-5,106,2
CCN(CC)C(=O)Cn1cc(C(=O)C(=O)NCCCN2CCOCC2)c2ccccc21,-0.3,-5,-2,8,1,-3,0.0,-6,93,-1
COc1cc(C=CC(=O)c2cc(OC)c(OC)c(OC)c2)cc(OC)c1OC,0.6,4,-1,-1,-1,36,0.8,-2,91,-1
COc1cccc(NC(=O)c2cncs2)c1,-2.0,-7,-8,4,1,1,0.0,-6,104,5
Fc1ccccc1NC(=S)NCc1ccccc1,4.5,-6,3,22,1,-5,-0.1,-2,101,0
O=C(COc1ccc([N+](=O)[O-])cc1)NNC(=O)Nc1cccc(F)c1,-3.5,-1,-2,11,3,-2,-0.4,.,94,-4
COc1ccc(-c2c(C)nc3c(-c4ccc(F)cc4)cnn3c2N)cc1,-0.9,-1,-14,-4,-11,-9,0.0,-14,101,-3
Cc1ccc(OCCCCNC2CCCC(C)C2C)c(C)c1 (configuration not stated),3.2,2,-12,-3,4,-14,7.6,-7,93,-7
CC(C)CC(=O)N1CCN(Cc2ccc(C(F)(F)F)cc2)CC1,1.2,4,-9,8,1,5,-0.1,-20,92,4
O=C(c1ccccc1)N1N=C(c2ccccc2)CC1c1ccccc1[N+](=O)[O-] (configuration not stated),-0.4,-6,1,4,0,6,-0.1,-2,98,1
CNCc1sccc1C,-0.5,-2,-3,19,0,13,-0.2,-7,96,5
CC1CCC2(CC1)NC(=O)N(CC(=O)Nc1ccc3c(c1)CCC3)C2=O (configuration not stated),-2.0,0,-4,-1,?,1,0.0,-6,92,1
COc1ccc(C2(c3ccc(OC)cc3)NC(=O)N(CC(=O)NC3CCS(=O)(=O)C3)C2=O)cc1 (configuration not stated),-2.3,4,-1,17,1,9,0.3,-4,99,2
CCCSc1nc(NCc2ccco2)c2c3c(sc2n1)COC(C)(CC)C3 (configuration not stated),-0.8,-1,5,12,-7,-7,0.2,-6,97,-2
O=C(c1ccco1)N1CCCC(N2CCN(c3cccc(C(F)(F)F)c3)CC2)C1 (configuration not stated),-2.8,-1,-13,13,0,4,0.4,.,96,-9
Cc1cccc(NC(=O)c2cc3c(s2)-c2c(C)cccc2OC3)n1,7.2,7,21,8,-3,-10,0.2,-5,92,1
COc1cccc(/C=C/c2nc(S(=O)(=O)c3ccccc3)c(N(C)C)o2)c1,-1.2,-4,-2,10,-3,0,0.5,-13,96,-2
COC(=O)CN1C(=S)N(c2ccc(OC)cc2)C(=O)/C1=C/c1ccc(N2CCOCC2)cc1,-1.5,6,0,2,-6,-4,0.1,-7,97,-1
C#CCOCCOCCOCCNc1nc(N2CCN(C(=O)C([C@@H](C)O)n3cc([C@@H](N)CCCCN)nn3)CC2)nc(N2CCN(C(=O)[C@H](CC(N)=O)n3cc(C(N)[C@@H](C)CC)nn3)CC2)n1 (some centres not stated),-1.3,8,.,4,0,-3,-0.2,-4,90,6
O=c1c2ccccc2[nH]c(=S)n1CCN1CCCC1,2.0,-3,-15,-2,3,0,0.8,-4,103,0
COc1ccc(S(=O)(=O)NC(C)C(=O)NCc2ccncc2)cc1OC (configuration not stated),-0.4,-13,-3,2,-1,-4,0.0,-4,102,-1
COc1ccccc1N(C)S(=O)(=O)c1ccc(Cl)c(C(=O)OCc2c(C)noc2C)c1,1.0,-1,-4,-6,-2,-11,-0.1,-5,100,3
NC(c1csc(NC(=O)Nc2ccc(OC(F)(F)F)cc2)n1)C1CCCCC1 (configuration not stated),6.0,2,.,14,-5,-22,-0.5,-6,86,14
COC(=O)/C(C#N)=C/c1c(Oc2cccc(C)c2)nc2ccccn2c1=O,-2.6,0,-3,6,4,3,0.0,-9,102,4
Cn1cc(Br)c(C(=O)Nc2sc3c(c2C(N)=O)CCCC3)n1,-0.6,-11,-5,-2,2,0,-0.1,-4,91,2
CCCn1c(SCC(=O)Nc2nc(C)c(C(=O)OC)s2)nnc1C(C)C,0.5,-1,-5,14,1,-11,0.3,.,96,0
CCCC(C)(C)C(=O)N1CCC1(C)C(=O)Nc1ccc(OC)c(OC)c1 (configuration not stated),-2.0,3,.,1,-3,3,-0.2,-6,99,0
Cc1cccc(NC(=O)/C(C#N)=C\c2cccnc2)c1,-1.6,0,13,1,2,14,0.0,-2,104,9
COc1ccc(NC(=O)CSc2nccn2C)cc1S(N)(=O)=O,-2.0,1,-10,1,1,8,0.3,5,100,4
CCn1c(SCC(=O)NCc2ccccc2)nc2ccccc2c1=O,3.1,-7,8,4,-1,8,0.0,-9,102,-1
CCCOc1ccc(C(=O)OCCN2CCCCC2)c(O)c1,-0.4,-1,-4,19,-3,-4,-0.1,4,99,-12
O=C(Nc1ccc(C(=O)NCC2CCN(Cc3ccccc3F)CC2)cc1)C1=CSCCO1,-2.5,-5,10,1,-3,5,0.7,-5,102,-1

# In the list so far, 14 contain an aryl methoxy group.
SMILES,MC4R ag barr,PDI inh,Vif inh,MC4R antag cAMP,N-glyco inh,Cardio protect,aDG glyco act,CaV13 ICDI inh,ABCB6 inh 2,m5-HT2A agonist
COc1ccc(S(N)(=O)=O)cc1C(=O)NCCCN1CCN(c2ccc(C)cc2)CC1,-0.6,6,27,2,2,3,-0.2,.,102,-5
COc1ccc(OC)c(S(=O)(=O)N2CCC(C(=O)Nc3cccc(C(F)(F)F)c3)CC2)c1,1.5,15,-11,10,-2,3,0.9,-2,99,-6
COc1cccc(CN2CCSCC2)c1,-0.1,12,23,13,0,7,0.1,-7,100,-1
COc1ccccc1NC(=O)CN(c1ccccc1)S(=O)(=O)c1ccccc1,2.2,-7,3,1,-3,-1,0.1,-5,97,-5
COc1cc(C=CC(=O)c2cc(OC)c(OC)c(OC)c2)cc(OC)c1OC,0.6,4,-1,-1,-1,36,0.8,-2,91,-1
COc1cccc(NC(=O)c2cncs2)c1,-2.0,-7,-8,4,1,1,0.0,-6,104,5
COc1ccc(-c2c(C)nc3c(-c4ccc(F)cc4)cnn3c2N)cc1,-0.9,-1,-14,-4,-11,-9,0.0,-14,101,-3
COc1ccc(C2(c3ccc(OC)cc3)NC(=O)N(CC(=O)NC3CCS(=O)(=O)C3)C2=O)cc1 (configuration not stated),-2.3,4,-1,17,1,9,0.3,-4,99,2
COc1cccc(/C=C/c2nc(S(=O)(=O)c3ccccc3)c(N(C)C)o2)c1,-1.2,-4,-2,10,-3,0,0.5,-13,96,-2
COC(=O)CN1C(=S)N(c2ccc(OC)cc2)C(=O)/C1=C/c1ccc(N2CCOCC2)cc1,-1.5,6,0,2,-6,-4,0.1,-7,97,-1
COc1ccc(S(=O)(=O)NC(C)C(=O)NCc2ccncc2)cc1OC (configuration not stated),-0.4,-13,-3,2,-1,-4,0.0,-4,102,-1
COc1ccccc1N(C)S(=O)(=O)c1ccc(Cl)c(C(=O)OCc2c(C)noc2C)c1,1.0,-1,-4,-6,-2,-11,-0.1,-5,100,3
CCCC(C)(C)C(=O)N1CCC1(C)C(=O)Nc1ccc(OC)c(OC)c1 (configuration not stated),-2.0,3,.,1,-3,3,-0.2,-6,99,0
COc1ccc(NC(=O)CSc2nccn2C)cc1S(N)(=O)=O,-2.0,1,-10,1,1,8,0.3,5,100,4
